Screening data: PubChem BioAssay, Johns Hopkins Ion Channel Center
TRPC6 activator – activates the mouse TRPC6 cation channel; 0.13% of 310,000 active; HEK293-TRPC6 membrane potential dye fluorescence; stronger effect = higher value; B-score at 10 µM; Q61143; AID 2550;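 active means B-score of the integrated fluorescence ratio above library mean plus 3 SD, and starting fluorescence ratio within library mean plus 5 SD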;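 further: higher score means more depolarization so channel activation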
RGS4 inh – inhibitors of human RGS4. P49798. HEK293 M3R/RGS4 inducible, Fluo-4 calcium flux; stronger effect = higher value; triggered by carbachol at its EC20. B-score at 10 µM. 0.45% of 310,000 active. AID 463165;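 active means B-score, a plate-corrected calcium signal, over three deviations above library mean, with baseline fluorescence within five deviations of library mean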;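 further: RGS4 expression induced by doxycycline in cells with stable M3 receptor; B-score is computed from the integrated fluorescence ratio over baseline after carbachol; higher B-score means a larger calcium signal and so more RGS4 inhibition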
Target sequence (P49798 whole entry, looked up): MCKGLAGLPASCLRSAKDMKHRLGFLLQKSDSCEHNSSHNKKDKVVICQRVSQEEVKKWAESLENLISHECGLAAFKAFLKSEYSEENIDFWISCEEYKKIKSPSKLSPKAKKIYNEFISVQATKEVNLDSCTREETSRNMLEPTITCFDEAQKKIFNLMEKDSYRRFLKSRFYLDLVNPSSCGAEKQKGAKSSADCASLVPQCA
MrgX1 agonist – agonists of human MrgX1 receptor. MrgX1-HEK293 cells, Fluo-4 calcium fluorescence, agonist mode; stronger effect = higher value. AID 588627. B-score at 10 µM. 0.44% of 310,000 active;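 active means calcium response B-score plate-corrected fluorescence ratio at least 3 library SD, with starting fluorescence B-score inside 5 SD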
Target sequence (Q96LB2 whole entry, looked up): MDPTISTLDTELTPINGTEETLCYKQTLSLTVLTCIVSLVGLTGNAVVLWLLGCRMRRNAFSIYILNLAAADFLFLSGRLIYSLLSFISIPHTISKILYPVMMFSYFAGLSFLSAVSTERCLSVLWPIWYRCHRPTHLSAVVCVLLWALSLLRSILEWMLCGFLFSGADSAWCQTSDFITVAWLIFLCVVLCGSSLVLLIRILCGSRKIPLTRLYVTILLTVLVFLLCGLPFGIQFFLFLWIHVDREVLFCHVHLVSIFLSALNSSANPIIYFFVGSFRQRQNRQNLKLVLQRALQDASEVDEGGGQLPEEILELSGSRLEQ
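Test system: HEK293 cells stably expressing human MrgX1 receptor; amount: 15,000 cells per well; doses: compound delivered in addition one of three; times: overnight plating before 1 h dye loading; detection: Fluo-4 NW calcium-flux fluorescence, kinetic read; read-out basis: B-scored fluorescence response ratio; controls: positive and negative controls per plate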
ANO1 block – mouse TMEM16A channel inhibition, primary screen; Q8BHY3; HEK293 TMEM16A/YFP iodide influx fluorescence, ionomycin; normalized B-score (activity score, 25-100; higher = stronger inhibition) at 10 µM; 1.2% of 310,000 active;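 active means ratio plate-corrected score three or more library SD toward inhibition, starting fluorescence score within five deviations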;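 further: score derived from kinetic fluorescence span divided by baseline fluorescence per well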
TRPC4 act – TRPC4 (mouse) channel activation. AID 2237. 0.49% of 310,000 active. HEK293 TRPC4beta/mu-opioid, Fluo4 calcium fluorescence; stronger effect = higher value. Q9QUQ5. B-score at 10 µM;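 active means B-score above 5 SD of library B-scores, and initial fluorescence ratio not above library mean plus 5 SD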;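 further: positive B-score marks a calcium rise read as TRPC4 activation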
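Incubation: 45 min room-temperature Fluo4 loading, 110 s read / System: HEK293 cells stably co-expressing mouse TRPC4beta and mu-opioid receptor / Signal: Fluo4 fluorescence, kinetic / Control set: buffer (low) and maximal DAMGO (high) / Measure: integrated baseline-normalised fluorescence ratio, converted to per-well B score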
MrgX1 allo act – allosterically activates human MrgX1 receptor signaling; MrgX1-HEK293, Fluo-4 calcium flux, FDSS; stronger effect = higher value; AID 588675; 0.63% of 310,000 active; B-score at 10 µM;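 active means plate-corrected calcium response at least 3 library SD above typical, normal starting fluorescence, not activating the receptor alone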;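 further: compound read alongside a low EC10 to EC30 dose of BAM8-22 agonist; peak minus trough fluorescence over baseline measured at the second addition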
TRPC4 potent – TRPC4 (mouse) allosteric potentiation. Q9QUQ5. HEK293 TRPC4beta/mu-opioid, DAMGO EC20, Fluo-4 Ca2+ flux; stronger effect = higher value. B-score at 10 µM. 0.42% of 310,000 active. AID 2227;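 active means B-score of calcium response area above 5 SD of library B-scores, with initial fluorescence ratio within 5 SD of library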;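 further: B-score of integrated fluorescence ratio over time as area under calcium response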
MrgX1 antagonist – antagonists of human MrgX1 receptor; Q96LB2; MRGX1-HEK293 calcium flux, Fluo-4, BAM8-22 antagonism; stronger effect = lower value; B-score at 10 µM; 1.3% of 310,000 active; AID 588676;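 active means calcium-response B-score plate-corrected more than 3 library SD below zero, starting fluorescence within 5 deviations, no agonist response on first addition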;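 further: peak minus trough fluorescence over baseline after final BAM8-22 challenge near maximal dose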
TMEM16A act – activates or potentiates the mouse TMEM16A chloride channel; Q8BHY3; HEK293 TMEM16A/YFP-H148Q/I152L, iodide quench fluorescence; stronger effect = lower value; B-score at 10 µM; 0.3% of 340,000 active;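 active means fluorescence-ratio B-score plate-corrected deviation score at least 3 library SD below zero, with starting fluorescence score within 5 deviations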;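 further: channel opened by trigger with iodide after compound preincubation; score built on the fluorescence ratio of max minus min over baseline; more negative score means more quench and so TMEM16A activation or potentiation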
TRPC4 inh – blocks the mouse TRPC4 cation channel | Q9QUQ5 | HEK293 TRPC4beta/mu-opioid, DAMGO-evoked Fluo4 calcium flux; stronger effect = lower value | B-score at 10 µM | 0.39% of 300,000 active;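 active means B-score over 3 SD under the library average, no early fluorescence shift, positive overall ratio signal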
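Assay system: Stable TRPC4beta/mu-opioid receptor HEK293 cells | Reagent: DAMGO in two steps, submaximal then maximal | Compound dosing: Single concentration per test compound | Signal: Fluo4 Ca2+ flux fluorescence | Evaluation: Per-well B score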
TRPC6 inhibitor – blocks the mouse TRPC6 cation channel; 1.1% of 310,000 active; HEK293-TRPC6, membrane potential dye, ACh-evoked depolarization; stronger effect = lower value; B-score at 10 µM;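 active means B-score under library mean minus 3 SD, initial fluorescence not abnormally high, positive integrated signal ratio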;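 further: B-score derived from integrated fluorescence ratio over the kinetic read; more negative B-score means stronger inhibition of depolarization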
* marks the source's active call; other numbers are inactive results; i = inactive; nt = no result given.

SMILES	TRPC6 activator	RGS4 inh	MrgX1 agonist	ANO1 block	TRPC4 act	MrgX1 allo act	TRPC4 potent	MrgX1 antagonist	TMEM16A act	TRPC4 inh	TRPC6 inhibitor
O=C(CSc1nnc(C2CCCCC2)o1)N1CCCCC1	i	i	i	i	i	i	i	i	i	i	i
COc1ccc(N=C2SC(C(=O)N3CCN(c4ccc([N+](=O)[O-])cc4)CC3)CC(=O)N2C)cc1 (stereo not given)	i	i	i	i	i	i	i	i	i	i	i
CCOc1ccc(S(=O)(=O)Nc2cccc(C(=O)N3CCN(C(C)=O)CC3)c2)cc1	i	i	i	i	i	i	i	i	i	i	i
CCCCC1=CC2=CC(=O)C(C)(OC(=O)CC)C(=O)C2=CN1C1CCCCC1 (stereo not given)	i	i	i	i	i	i	i	i	i	i	i
COc1ccc(Cl)cc1NC(=O)CSc1nnc(COc2ccccc2)n1N	i	i	i	i	i	i	i	i	i	i	i
COc1ccc(Cl)cc1C(=O)N/N=C/c1ccc(N2CCOCC2)cc1	i	i	i	i	i	i	i	i	i	i	i
Cc1cc(C)n2nc(SCCCC(=O)c3ccc(F)cc3)nc2n1	i	i	i	i	i	i	i	i	i	i	i
COc1ccccc1N1CCN(C(=O)c2cccc(N3C(=O)NC4CC3(C)Oc3c(OC)cccc34)c2)CC1 (stereo not given)	i	i	i	i	i	i	i	i	i	i	i
COC(=O)C1CCN(C(=O)Cc2ccc(C)cc2)CC1	i	i	i	i	i	i	i	i	i	i	i
CC(C)NC(=O)c1onc(CSc2ccccc2)c1C(=O)O	i	i	i	i	i	i	i	i	i	i	i
Cc1ccc(C(=O)N2CCC(C(=O)Nc3cccc([N+](=O)[O-])c3)CC2)cc1	i	i	i	i	i	i	i	i	i	i	i
COc1ccc(C(=O)NCc2nnc(SCC(=O)N3CCc4ccccc43)o2)cc1OC	i	i	i	i	i	i	i	i	nt	i	i
O=C(CCCc1ccccc1)Nc1ccnn1C1CCN(Cc2ccc(Cl)cc2)CC1	i	i	i	i	i	i	i	i	i	i	i
Cc1ccc(-c2noc(CCC(=O)NCCCN3CCN(c4cccc(Cl)c4)CC3)n2)cc1	i	i	i	i	i	i	i	i	i	i	i
S=c1nc(-c2csc3c2CCCC3)[nH][nH]1	i	i	i	i	i	i	i	i	i	i	i
CCOc1ccc(C(CC(=O)O)NC(=O)C2c3ccccc3Oc3ccccc32)cc1 (stereo not given)	i	i	i	i	i	i	i	i	i	i	i
OC1(C#CCN2CCCC2)c2ccccc2-c2ccccc21	i	i	i	i	i	i	i	i	i	i	i
C/C(=N\NC(=O)c1ccccc1)C1C2C=CC(C2)C1(C)C (stereo not given)	i	i	i	i	i	i	i	i	i	i	i
O=C(CSc1ccc2c(c1)OCCO2)NCc1ccccc1	i	i	i	i	i	i	i	i	i	nt	i
COCCCn1c(=O)c2sccc2n(Cc2cccc(C)c2)c1=O	i	i	i	i	i	i	i	i	i	i	i
O=C(COC(=O)c1c(F)cccc1F)Nc1ccccc1OC(F)F	i	i	i	i	i	i	i	i	i	i	i
N/C(=N\OC(=O)COc1cc(Cl)c(Cl)cc1Cl)c1ccncc1	i	i	i	i	i	i	i	i	nt	i	i
COc1ccc(CCNC(=O)C(=O)NCC2OCCN2C(=O)c2ccc(Cl)cc2)cc1OC (stereo not given)	i	i	i	i	i	i	i	i	i	i	i
CCC(C)(C)NC(=O)C(c1ccc(C)cc1)N(CC1CCCO1)C(=O)CCC(=O)Nc1ccccn1 (stereo not given)	i	i	i	i	i	i	i	i	i	i	i
Cc1ccccc1C(=O)N1CCc2ccccc2C1	i	i	i	i	i	i	i	i	i	i	i
CCOC(=O)/C(N=Nc1ccc(C(=O)O)cc1[N+](=O)[O-])=C(\C)O	i	i	i	i	i	i	i	i	i	nt	i
Cc1c(/C=N\NC(=O)c2c[nH]c3ccccc23)cnn1C	i	i	i	i	i	i	i	i	i	i	i
Cc1c(C(=O)c2ccc(Cl)cc2[N+](=O)[O-])c2ccccn2c1CCC#N	i	i	i	i	i	i	14*	i	i	i	i
COc1ccc2nc(Nc3nc4cc5c(cc4s3)OCCO5)sc2c1	i	i	i	i	i	i	i	i	i	i	i
COc1cccc(N2CCN(C3OC(=O)c4ccccc43)CC2)c1 (stereo not given)	i	i	i	i	i	i	i	i	i	i	i
C=CCc1cc(/C=C2/NC(=O)NC2=O)cc(OCC)c1O	i	i	i	i	i	i	i	i	i	i	i
COCCn1c(=NC(=O)c2ccc(S(=O)(=O)N3CCc4ccccc4C3)cc2)sc2cc(S(N)(=O)=O)ccc21	i	i	i	i	i	i	i	i	i	i	i
COc1ccc2nc(C)[nH]c(=O)c2c1	i	i	i	i	i	i	i	i	i	i	i
CC(=O)c1ccc(N2CCN(C(=S)Nc3cccc(F)c3)CC2)cc1	i	i	i	i	i	i	i	i	i	i	i
COc1ccc2cnn(-c3ccc(C)cc3)c(=O)c2c1OC	i	i	i	i	i	i	i	i	i	i	i
Cc1ccc(C(C)C)c(O)c1	i	i	i	i	i	i	i	i	i	i	i
COc1ccc(-c2nc(CNS(=O)(=O)c3cc(OC)ccc3OC)cs2)cc1	i	i	i	i	i	i	i	i	i	i	i
CC(C)(C)NC(=O)C(Cc1ccccc1)NS(=O)(=O)c1cccc2nsnc12 (stereo not given)	i	i	i	i	i	i	i	i	i	i	i
COCCCn1c(SCC(=O)NC2CCCCC2)nnc1-c1ccco1	i	i	i	i	i	i	i	i	i	i	i
CCN(CC)S(=O)(=O)c1ccc(C(=O)NCC(c2cccs2)N2CCOCC2)cc1 (stereo not given)	i	i	i	i	i	i	i	i	i	i	i
Cc1cccc[n+]1CCCCCCCCCC[n+]1ccccc1C	i	i	i	i	i	i	i	i	i	i	i
O=C(/C=C/c1ccccc1)NCCS(=O)(=O)N1CCN(c2ccccc2)CC1	i	i	i	i	i	i	i	i	i	i	i
N=c1ccn(Cc2ccc(F)cc2)cc1	i	i	i	i	i	i	i	i	i	i	i
CCOC(=O)c1ccc2[nH]c(C)cc(=O)c2c1	i	i	i	i	i	i	i	i	i	i	i
NCCCC[C@H](NC(=O)C1CCNCC1)c1nnc([C@@H](N)CO)o1	i	i	i	i	i	i	i	i	i	i	i
CCOC(=O)CC(NC(=O)c1ccccc1)c1ccc(OC)cc1 (stereo not given)	i	i	i	i	i	i	i	i	i	i	i
CC(=O)c1ccc(OCCCC(=O)n2nnc3ccccc32)cc1	i	i	i	i	i	i	i	i	i	i	i
NC(=O)CSCc1nc2ccccc2s1	i	i	i	i	i	i	i	i	i	i	i
CCOc1ccc(-n2c(SCc3cc(=O)oc4cc(C)c(C(C)C)cc34)nnc2-c2cccnc2)cc1	i	i	i	i	i	i	i	i	i	i	i
CCCCc1ccc(NC(=O)CSc2nc(=O)n(CCCN3CCOCC3)c3c2CCC3)cc1	i	i	i	i	i	i	i	i	i	i	i
C=CCn1c(N)nc2ccccc21	i	i	i	i	i	i	i	-4.61*	i	i	i
COC(=O)CN1C(=S)N(c2ccc(F)cc2)C(=O)C1CC(=O)Nc1ccc(OC)cc1 (stereo not given)	i	i	i	i	i	i	i	i	i	i	i
CC(=O)c1c(C)[nH]c(C(=O)CSc2nnc(CN3CCCCCC3=O)n2-c2ccccn2)c1C	i	i	i	i	i	i	i	i	i	i	i
CCCc1nnc(SCC(=O)N2CCCCC2C)n1CCCOC (stereo not given)	i	i	i	i	i	i	i	i	i	i	i
COc1cccc(CNc2ccc(Br)cn2)c1O	i	i	i	i	i	11.7*	i	i	i	i	i
CC1=C(C#N)C(/C=N/OCc2ccc(Cl)cc2)CC(=O)N1 (stereo not given)	i	i	i	i	i	i	i	i	i	i	i
N#C/C(=C/c1ccc(CNS(=O)(=O)c2ccccc2)o1)C(=O)NCc1ccccc1	i	i	i	i	i	i	i	i	i	i	i
CCN1C(=S)N[C@@H](CCc2ccccc2)[C@H](C(=O)OC)[C@H]1C	i	i	i	i	i	i	i	i	i	i	i
CCN(CC)CCn1c(NC(=O)c2ccc(C(F)(F)F)cc2)nc2ccccc21	i	i	i	i	i	i	i	i	i	i	i
O=C1OCCC1S(=O)(=O)c1ccc2ccccc2c1 (stereo not given)	i	i	i	i	i	i	i	i	i	i	i

Exported in CSV form: part of the list above.
SMILES,TRPC6 activator,RGS4 inh,MrgX1 agonist,ANO1 block,TRPC4 act,MrgX1 allo act,TRPC4 potent,MrgX1 antagonist,TMEM16A act,TRPC4 inh,TRPC6 inhibitor
CCCc1nnc(SCC(=O)N2CCCCC2C)n1CCCOC (stereo not given),i,i,i,i,i,i,i,i,i,i,i
COc1cccc(CNc2ccc(Br)cn2)c1O,i,i,i,i,i,11.7*,i,i,i,i,i

Remaining list, next part
SMILES	TRPC6 activator	RGS4 inh	MrgX1 agonist	ANO1 block	TRPC4 act	MrgX1 allo act	TRPC4 potent	MrgX1 antagonist	TMEM16A act	TRPC4 inh	TRPC6 inhibitor
CCOc1ccc(NC(=O)c2c[nH]n3c(=O)cc(C4CCN(C(=O)OC(C)(C)C)CC4)nc23)cc1	i	i	i	i	i	i	i	i	i	-7*	i
COc1ccc(-n2nnc3c(SCC(=O)c4ccccc4)ncnc32)cc1	i	i	i	i	i	i	i	i	i	i	i
CCOC(=O)C1=C(O)CSC1=Nc1ccccc1	i	i	i	i	i	i	i	i	i	i	i
COc1ccc(Cc2nnc(SCC(=O)N3CCN(c4ccccc4)CC3)o2)cc1	i	i	i	i	i	i	i	i	i	nt	i
Cc1ccc(N(CC(=O)O)S(C)(=O)=O)cc1	i	i	i	i	i	i	i	i	i	i	i
Cc1ccc(N2C(=O)c3cccc4c(N5CCN(C)CC5)ccc(c34)C2=O)c2cccnc12	i	i	i	i	i	i	i	i	nt	i	i
Cc1ccccc1C(=O)NCCCc1ccccc1	i	i	i	i	i	i	i	i	i	i	i
Cc1nc2ccccc2n1CC(=O)N/N=C/c1cccs1	i	i	i	i	i	i	i	i	i	i	i
CCN(C(=O)C1CCN(c2nc(-c3ccc(OC)cc3)no2)CC1)c1ccc(OC)cc1	i	i	i	i	i	i	i	i	i	i	i
CC(=O)N/C(=C\c1ccc(F)cc1)C(=O)OC(C)C	i	i	i	i	i	i	i	i	i	i	i

Hits appear at their usual frequency (roughly 5.8% active in at least one column).
